SR-BI DiI-HDL act: activators of SR-BI mediated HDL lipid uptake. CHO ldlA[mSR-BI] cells, DiI-HDL uptake fluorescence, 3 h; 100 = double the neutral-control signal. activation, % at 12.5 µM. hit rate 0.096% among 320,000. AID 504775;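 active = mean replicate activation of at least 60% and every replicate at or above 60%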;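 also: 0% = median plate neutral-control signal and 100% = twice that signal; values of inactives mirror those of a sister screen read the other way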
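Material: SR-BI-overexpressing, LDLR-lacking CHO cells; schedule: compound exposure 3 h, 37 °C; reagent: DiI-labelled HDL at 10 µg/mL final; technique: bottom-read fluorescence, 550/595 nm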
SR-BI HDL uptake: blocks mouse SR-BI lipid uptake from DiI-HDL; Q61009; ldlA[mSR-BI] CHO cells, DiI-HDL uptake fluorescence, 3 h; inhibition, % at 12.5 µM; hit rate 0.96% among 320,000;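 active = mean replicate inhibition of at least 70% and a set share of replicates each scoring 70 or more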;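 also: 0% = median of neutral control wells and 100% = median of positive control wells; values of inactives mirror those of a sister screen read the other way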
Target sequence (Q61009 whole entry, looked up): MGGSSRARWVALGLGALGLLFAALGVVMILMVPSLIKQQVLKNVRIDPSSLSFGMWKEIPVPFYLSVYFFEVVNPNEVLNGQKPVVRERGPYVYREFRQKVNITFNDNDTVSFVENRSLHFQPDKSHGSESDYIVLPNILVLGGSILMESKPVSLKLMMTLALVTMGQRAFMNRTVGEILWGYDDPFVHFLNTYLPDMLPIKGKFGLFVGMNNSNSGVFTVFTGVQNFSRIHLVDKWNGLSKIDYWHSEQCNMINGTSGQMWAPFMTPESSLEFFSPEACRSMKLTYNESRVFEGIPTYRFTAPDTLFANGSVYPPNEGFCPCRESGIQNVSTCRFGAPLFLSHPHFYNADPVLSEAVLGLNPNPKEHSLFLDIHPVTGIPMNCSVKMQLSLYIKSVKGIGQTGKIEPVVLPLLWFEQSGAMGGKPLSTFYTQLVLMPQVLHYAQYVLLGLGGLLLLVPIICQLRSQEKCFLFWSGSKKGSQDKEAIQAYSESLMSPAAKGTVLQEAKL
Mot1-301 SUMO: inhibitors of SUMOylation pathway: yeast Mot1-301 growth rescue; S. cerevisiae Mot1-301 growth rescue, ATP luminescence, 38.5C; percent above DMSO median, 100 means doubled; growth rescue, % at 18.8 µM; hit rate 1% among 320,000; AID 2716;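 active = every valid replicate shows activation above 250% relative to neutral control wells; inactive = the rest, any valid replicate at or below 250%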;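 also: OY570 slx delta 5 strain wells were the positive control but not used for scaling; some compounds called inactive have numbers as strong as hits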
PKA-R2B act: activators of human PKA-R2B complex; PKA-R2B holoenzyme dissociation, Cy5-IP20 fluorescence polarization; R2B truncated from residue 108, S112A mutant; 0% DMSO only, 100% 113 µM cGMP; hit rate 0.079% among 340,000; AID 504700; activation, % at 11.4 µM; P22694+P31323;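 active = activation above a cutoff set at the mean over all compounds plus 3 SD, cut at about 18% in these data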;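 also: higher means more holoenzyme dissociation and a rise in polarization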
MITF TRPM1 HTS: activators of MITF-driven TRPM1 promoter activity in SK-MEL-5 cells; SK-MEL-5 TRPM1-promoter luciferase, 24 h; % of positive control, neutral wells = 0; activation, % at 12.5 µM; hit rate 0.75% among 300,000; AID 588334;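 active = mean activation of at least 80% with every replicate also reaching 80%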;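 also: 0% = neutral control wells and 100% = parthenolide positive control wells; values of inactives mirror those of a sister screen read the other way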
Arr AP2 block: human beta-arrestin and AP2 interaction inhibition; FITC-arrestin peptide / GST-AP2 beads, flow cytometry; AP2 beta2 appendage carries R879A mutation; inhibition, % at 10 µM; hit rate 0.31% among 340,000;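 active = inhibition above a set limit, near 3 SD of compounds lacking own fluorescence, cut at about 54% in these data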;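 also: plate controls were DMSO wells for no effect and 5 µM unlabelled arrestin peptide for full effect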
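test system = AP2 appendage R879A on GSH beads | buffer or medium = PBS plus Tween 20 (0.05%) and BSA (0.1%) | incubation = 12 min plus 1 h, RT | detection = bead flow cytometry, FITC channel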
CDK5 inh: CDK5/p35 (human) kinase inhibition. inhibition, % at 10 µM. Q00535+Q15078. Recombinant CDK5/p35, ADP-Glo luminescence, 60 min. hit rate 0.01% among 330,000;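 active = highest replicate inhibition of at least 50% and at least 75% of replicates reaching 50%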;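 also: plate controls were DMSO neutral control for no effect and GW8510 at 10 µM for full effect; many of its hits are not listed in these tables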
Pemphigus Ab inh: blocks pemphigus antibody binding to human desmoglein-3; P32926; DSG3-coupled beads, scFv-anti-DSG3-GFP binding, flow cytometry; hits give low values; binding (percent of control), % at 10 µM; hit rate 0.48% among 310,000;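 active = binding more than 3 SD below its plate's average and above zero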;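 also: hits lower antibody fragment binding to DSG3; some compounds called inactive have numbers as strong as hits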
dFosB act: mouse delta FosB homodimer activation; P13346; purified delta FosB, TAMRA-CDK5 oligo fluorescence polarization; percent of positive-control signal above neutral wells; activation, % at 25 µM; hit rate 0.99% among 340,000; AID 493131;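 active = mean activation above about 17%, with every replicate also reaching it, limit read from the data, passing the limit was not always enough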;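 also: fluorescence polarization rise as delta FosB binds a TAMRA Cdk5 AP-1 oligo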
Target sequence (P13346 whole entry, looked up): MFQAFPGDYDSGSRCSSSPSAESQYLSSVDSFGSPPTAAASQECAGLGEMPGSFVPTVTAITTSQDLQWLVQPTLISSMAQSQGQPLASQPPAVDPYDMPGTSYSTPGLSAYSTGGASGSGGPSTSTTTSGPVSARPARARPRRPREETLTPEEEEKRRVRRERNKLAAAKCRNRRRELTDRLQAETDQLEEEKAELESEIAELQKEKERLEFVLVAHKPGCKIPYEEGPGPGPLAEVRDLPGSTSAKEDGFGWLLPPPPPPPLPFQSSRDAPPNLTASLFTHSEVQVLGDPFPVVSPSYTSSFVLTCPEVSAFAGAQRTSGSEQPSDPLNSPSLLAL
PKA-R1A activ: activates the PKA-R1A holoenzyme complex | PKA-R1A dissociation, Cy5-IP20 fluorescence polarization; scaled: DMSO 0%, 113 µM cGMP 100% | hit rate 0.083% among 340,000 | activation, % at 11.4 µM | AID 504707;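 active = percent activation above the mean of all tested compounds plus 3 SD, cut at about 19% in these data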;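 also: higher means more PKAc released from R1A so a rise in polarization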
NSD2 inh: blocks human histone methyltransferase NSD2. O96028. NSD2 peptide methylation, AlphaScreen, 120 min. inhibition, % at 12.5 µM. hit rate 0.54% among 310,000. AID 743445; in the data active = inhibition above about 50%
* hit, by the source's call; i = inactive; . = no result given.

no. | SR-BI DiI-HDL act | SR-BI HDL uptake | Mot1-301 SUMO | PKA-R2B act | MITF TRPM1 HTS | Arr AP2 block | CDK5 inh | Pemphigus Ab inh | dFosB act | PKA-R1A activ | NSD2 inh | canonical_smiles
1 | -32 | 32 | 5 | -3 | -12 | 21 | 0.3 | 101 | -10 | -10 | -1 | Cc1ccc(OCC(=O)Nc2cccc(S(=O)(=O)N3CCCCCC3)c2)cc1C
2 | -18 | 18 | 4 | 3 | 1 | -2 | 2.2 | 98 | -3 | -15 | 0 | CCCN(CC(=O)Nc1ccccc1C)C(=O)C1CCN(C(=O)Nc2ccccc2)CC1
3 | -69 | 69 | -14 | -9 | 5 | -4 | 0.2 | 90 | 0 | -5 | -1 | O=C(Nc1cccc(NC(=O)c2ccc(Cl)cc2)n1)c1ccc(Cl)cc1
4 | 21 | -21 | . | 1 | 22 | 45 | 0.6 | 98 | 0 | 1 | 0 | CCCCc1nc2cc(C(=O)N(C)C(C)c3ccccn3)ccc2o1 (centres undefined)
5 | 10 | -10 | -1 | -20 | -4 | 31 | -1.1 | 110 | 0 | -3 | . | COc1ccc(C2CC(O)(c3ccccc3)Oc3cc(OC)ccc32)cc1 (centres undefined)
6 | 6 | -6 | 14 | 6 | 16 | 1 | 1.3 | 25* | -3 | -9 | 0 | CSc1ccccc1OCc1cc(C(=O)NCCC2=CCCCC2)no1
7 | 2 | -2 | i | -11 | 3 | 2 | -0.4 | 92 | -6 | -2 | -1 | Cc1ncc([N+](=O)[O-])n1CCOC(=O)Nc1ccc([N+](=O)[O-])cc1
8 | 1 | -1 | -6 | 1 | -1 | 1 | -2.5 | 97 | 4 | -4 | 2 | Cc1cccc(N2C(=O)c3cccc4cccc(c34)C2=O)c1
9 | -28 | 28 | -9 | -6 | 2 | -4 | -2.6 | 98 | -7 | -10 | 0 | C=C(C)C1CC=C(C)/C(=N/NC(=O)c2cccc([N+](=O)[O-])c2)C1 (centres undefined)
10 | -4 | 4 | -17 | -3 | 0 | 13 | 0.0 | 98 | -18 | 1 | 7 | Cc1[nH]c2ccc(C(=O)N3CCN(c4ccccc4Cl)CC3)cc2c1C
11 | 10 | -10 | 5 | -4 | 10 | 27 | -1.4 | 91 | 0 | -8 | 5 | CC(C)N(C(=O)COC(=O)c1ccc(Cl)s1)c1ccccc1
12 | 3 | -3 | 138 | -11 | -4 | 28 | 2.9 | 95 | -9 | -2 | . | c1ccc2c(NCC3CCCO3)nc(N3CCCCC3)nc2c1 (centres undefined)
13 | 0 | 0 | -4 | -5 | -2 | 8 | -1.7 | 97 | 3 | -2 | -2 | O=C1NC2=C(C(=O)CCC2)C(c2ccccc2Cl)N1 (centres undefined)
14 | 22 | -22 | 7 | 0 | 2 | 28 | 2.9 | 101 | 0 | -12 | . | COc1ccc(Cn2nnnc2CN2CCOCC2)cc1
15 | -17 | 17 | -17 | -1 | -7 | 6 | 0.4 | 110 | -3 | -4 | 6 | CCc1nnc(N/N=C/c2c(C)[nH]c3ccccc23)n1N

no. | SR-BI DiI-HDL act | SR-BI HDL uptake | Mot1-301 SUMO | PKA-R2B act | MITF TRPM1 HTS | Arr AP2 block | CDK5 inh | Pemphigus Ab inh | dFosB act | PKA-R1A activ | NSD2 inh | canonical_smiles
16 | -8 | 8 | -8 | -6 | . | 2 | -0.4 | 99 | -1 | -6 | . | N#C/C(=C(/O)COC(=O)CCCNC(=O)c1ccc(Cl)cc1)c1nc2ccccc2[nH]1
17 | 7 | -7 | 151 | -11 | -4 | 27 | -0.1 | 110 | -12 | -14 | . | CCCc1ccc(OCC(=O)Nc2cc(S(=O)(=O)CC)ccc2O)cc1
18 | 16 | -16 | -6 | 2 | 0 | -8 | 0.1 | 90 | -10 | -12 | -2 | Cc1ccc(C(C)(C)C)cc1S(=O)(=O)Nc1ncnc2sccc12
19 | -18 | 18 | -14 | 9 | 5 | 6 | 1.0 | 116 | -10 | 3 | -5 | COc1cccc(NC(=O)C2C(c3ccccc3)C2(Cl)Cl)c1 (centres undefined)
20 | -54 | 54 | 169 | -5 | 1 | -15 | 0.3 | 114 | -4 | 3 | 1 | COc1ccc(CN(C)C(=O)CNC(=O)Cc2cccc3ccccc23)c(OC)c1OC
21 | 2 | -2 | 6 | 2 | . | 3 | -0.2 | 101 | -2 | 4 | 3 | O=C(CNCC1CCCO1)Nc1ccccc1N1CCCCCC1 (centres undefined)
22 | 10 | -10 | -9 | 4 | -6 | -3 | -0.7 | . | -1 | -9 | 1 | CC12CCC(=O)N1C(C(=O)NNC(=O)COc1ccccc1F)CS2 (centres undefined)
23 | 0 | 0 | 5 | -2 | -4 | -2 | 1.0 | 94 | -3 | -1 | . | Cc1ccc(-n2c(C)cc(C(=O)COC(=O)C3=NNC(=O)CC3)c2C)cc1
24 | 19 | -19 | -12 | -4 | 1 | 6 | 2.5 | 97 | 1 | -9 | -3 | N/C(=N\OC(=O)c1ccc(Br)o1)c1ccccn1
25 | -23 | 23 | -7 | -7 | 11 | 2 | -2.3 | 98 | -6 | -5 | 2 | Cc1ccc(-c2csc(NC(=O)N3CCOCC3)n2)cc1
26 | -59 | 59 | -19 | 1 | 3 | 52 | -1.0 | 92 | -8 | -6 | . | COc1ccc(-c2cc(-c3ccccc3)nc(SCC(=O)Nc3nccs3)c2C#N)cc1
27 | 2 | -2 | -8 | 4 | -10 | -1 | -0.4 | 113 | 3 | -1 | 0 | CCOC(=O)c1c(NC(=O)C2C3C=CC(C3)C2C(=O)O)sc2c1CC(C)CC2 (centres undefined)
28 | 8 | -8 | 45 | -3 | 0 | 5 | 1.7 | 89 | -7 | 0 | 3 | Cn1nnnc1SCC(=O)Nc1ccccc1Cc1ccccc1
29 | 1 | -1 | -4 | 4 | -9 | -10 | -1.9 | . | -5 | 0 | 3 | Cc1ccc(C(=O)N2CCCC(CCC(=O)N3CCN(c4ccccn4)CC3)C2)cc1C (centres undefined)
30 | 16 | -16 | 96 | -1 | -5 | 10 | -4.0 | 104 | -4 | -2 | -2 | Cc1cc(C)cc(N2CC(C(=O)O)CC2=O)c1 (centres undefined)

Some of these compounds in order of their number in SR-BI DiI-HDL act, highest first:
no. | SR-BI DiI-HDL act | SR-BI HDL uptake | Mot1-301 SUMO | PKA-R2B act | MITF TRPM1 HTS | Arr AP2 block | CDK5 inh | Pemphigus Ab inh | dFosB act | PKA-R1A activ | NSD2 inh | canonical_smiles
22 | 10 | -10 | -9 | 4 | -6 | -3 | -0.7 | . | -1 | -9 | 1 | CC12CCC(=O)N1C(C(=O)NNC(=O)COc1ccccc1F)CS2 (centres undefined)
21 | 2 | -2 | 6 | 2 | . | 3 | -0.2 | 101 | -2 | 4 | 3 | O=C(CNCC1CCCO1)Nc1ccccc1N1CCCCCC1 (centres undefined)
19 | -18 | 18 | -14 | 9 | 5 | 6 | 1.0 | 116 | -10 | 3 | -5 | COc1cccc(NC(=O)C2C(c3ccccc3)C2(Cl)Cl)c1 (centres undefined)
25 | -23 | 23 | -7 | -7 | 11 | 2 | -2.3 | 98 | -6 | -5 | 2 | Cc1ccc(-c2csc(NC(=O)N3CCOCC3)n2)cc1
20 | -54 | 54 | 169 | -5 | 1 | -15 | 0.3 | 114 | -4 | 3 | 1 | COc1ccc(CN(C)C(=O)CNC(=O)Cc2cccc3ccccc23)c(OC)c1OC
26 | -59 | 59 | -19 | 1 | 3 | 52 | -1.0 | 92 | -8 | -6 | . | COc1ccc(-c2cc(-c3ccccc3)nc(SCC(=O)Nc3nccs3)c2C#N)cc1

The list goes on.
no. | SR-BI DiI-HDL act | SR-BI HDL uptake | Mot1-301 SUMO | PKA-R2B act | MITF TRPM1 HTS | Arr AP2 block | CDK5 inh | Pemphigus Ab inh | dFosB act | PKA-R1A activ | NSD2 inh | canonical_smiles
31 | . | . | 738 | -11 | 2 | -7 | 0.3 | . | -6 | -2 | 2 | Cc1ccc(C)c(Cn2c(CO)nc3ccccc32)c1
32 | 21 | -21 | -4 | -3 | . | 20 | 0.4 | 104 | 2 | 0 | -5 | Cc1ncc(CO)c2cc(C(N)=O)c(=Nc3ccccc3)oc12
33 | 3 | -3 | -6 | 1 | -3 | 9 | -1.3 | . | -6 | 1 | -1 | COCC1CCCCN1C(=O)c1ccc(OC2CCN(Cc3ccccn3)CC2)cc1 (centres undefined)
34 | 25 | -25 | 29 | 0 | -11 | 5 | 1.1 | 99 | -9 | 0 | -2 | O=C1CCCC(=O)N1c1ccc(O)cc1
35 | 12 | -12 | 321 | 5 | . | -3 | 1.0 | 107 | 0 | -10 | 0 | COC(=O)C(Cc1ccccc1)NC(=O)CSc1nc(N)cc(=O)[nH]1 (centres undefined)
36 | -22 | 22 | -14 | -2 | -11 | -3 | 0.6 | 101 | -23 | -6 | -2 | CC(=O)Oc1ccc(C(=O)Nc2cc(NC(=O)c3ccc(OC(C)=O)cc3)cc(C(=O)NC(C)(C)C)c2)cc1
37 | 2 | -2 | -3 | -15 | -1 | 11 | 2.3 | 107 | -6 | -3 | -9 | CCc1cc(C(=O)N2CCCC(C(=O)c3ccc(Cl)cc3)C2)no1 (centres undefined)
38 | 1 | -1 | 18 | -2 | 3 | 1 | -3.7 | 92 | -7 | 1 | -3 | COc1ccc(C(CNC(=O)c2ccc(OCc3ccccc3)cc2)N2CCOCC2)cc1 (centres undefined)

Part of the list above with just CDK5 inh, SR-BI DiI-HDL act and PKA-R2B act.
nr	structure	CDK5 inh	SR-BI DiI-HDL act	PKA-R2B act
38	COc1ccc(C(CNC(=O)c2ccc(OCc3ccccc3)cc2)N2CCOCC2)cc1 (centres undefined)	-3.7	1	-2
36	CC(=O)Oc1ccc(C(=O)Nc2cc(NC(=O)c3ccc(OC(C)=O)cc3)cc(C(=O)NC(C)(C)C)c2)cc1	0.6	-22	-2
32	Cc1ncc(CO)c2cc(C(N)=O)c(=Nc3ccccc3)oc12	0.4	21	-3
37	CCc1cc(C(=O)N2CCCC(C(=O)c3ccc(Cl)cc3)C2)no1 (centres undefined)	2.3	2	-15
34	O=C1CCCC(=O)N1c1ccc(O)cc1	1.1	25	0

Reprinted at random: two records from the list
no. | SR-BI DiI-HDL act | SR-BI HDL uptake | Mot1-301 SUMO | PKA-R2B act | MITF TRPM1 HTS | Arr AP2 block | CDK5 inh | Pemphigus Ab inh | dFosB act | PKA-R1A activ | NSD2 inh | canonical_smiles
8 | 1 | -1 | -6 | 1 | -1 | 1 | -2.5 | 97 | 4 | -4 | 2 | Cc1cccc(N2C(=O)c3cccc4cccc(c34)C2=O)c1
27 | 2 | -2 | -8 | 4 | -10 | -1 | -0.4 | 113 | 3 | -1 | 0 | CCOC(=O)c1c(NC(=O)C2C3C=CC(C3)C2C(=O)O)sc2c1CC(C)CC2 (centres undefined)
